KLF5 inhibitor = kruppel-like factor 5 inhibition; DLD-1 KLF5 promoter-luciferase reporter, luminescence; inhibition, % at 5 µM; 290,000 tested, 0.23% active;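 active means inhibition above a per-plate limit of that plate's mean compound inhibition plus 3 SD, cut at about 60% in these data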;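 further: 0% = DMSO wells and 100% = LY294002 at 200 µM; higher means less KLF5 promoter-driven luciferase light; inactives centre near -14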
HSF-1 act = increases HSF-1 driven luciferase reporter signal; 300,000 tested, 1.7% active; NIH3T3-HGL HSF-1 luciferase reporter, MG132, 8 h; 100% = twice DMSO control signal; activation, % at 9 µM; AID 504408;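 active means mean replicate activation of at least 50% with a set share of replicates each reaching 50%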;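 further: 0% = median of the neutral control wells and 100% = twice that signal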
PolyA inh = inhibitors of polyadenylation in S. cerevisiae | S. cerevisiae SKY197-pL101 polyadenylation reporter, beta-gal luminescence; efflux-impaired pdr1/pdr3 knockout yeast; score 100 = 6 SD above DMSO | calls only at 12 µM | 300,000 tested, 0.02% active;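 active means lowest replicate activity score at least 50, where 100 means six control SD above control mean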;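 further: yeast exposed to compound for 9 h at 30 °C; higher score means more reporter readthrough which indicates perturbed polyadenylation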
HSF1 inh = HSF1 inhibition | NIH3T3-HGL HSE-luciferase, MG132-induced, luminescence 8 h; hits give low values | activity change, negative = inhibition, % at 7.5 µM (by protocol) | 300,000 tested, 0.77% active;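 active means more than half of replicate wells show activity change below -50%, luminescence cut by over half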;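 further: luciferase reports HSF-1 transcriptional activity via heat shock element; 0% = median of DMSO wells and -100% = zero luminescence signal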
IEC-6 cytotox = IEC-6 cytotoxicity, counter-screen for KLF5 inhibitors; luminescence viability; inhibition, % at 5 µM; 290,000 tested, 0.78% active; AID 1825; in the data active means inhibition above about 22%;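 further: 0% = plate median of test compound wells and 100% = cytotoxic reference compound wells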
HSP90 refold inh = HSP90 refolding inhibition in rabbit reticulocyte lysate; luciferase refolding luminescence, 3 h; inhibition, % at 5.6 µM; 290,000 tested, 0.91% active; AID 1789;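 active means inhibition above the screen-wide mean plus 3 SD, computed separately per campaign, cut at about 16% in these data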;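 further: 0% = DMSO wells and 100% = 60 µM geldanamycin wells; inhibitors lower the luminescence because luciferase stays unfolded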
AI-2 QS mod = modulates the Vibrio harveyi AI-2 quorum sensing system | activity change, % at 7.5 µM | Vibrio harveyi JMH597 AI-2 luminescence/OD600 ratio, 9 h; hits give low values; strain lacks LuxN and CqsS sensors; 0 = neutral-control median | 300,000 tested, 0.4% active; in the data active means activity change below about -75%, passing the limit was not always enough;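 further: luminescence divided by OD600 gain over 9 h not by final OD600 alone; inactives centre near 13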
GSK3A inh = human GSK-3 alpha kinase inhibition | P49840 | ADP-Glo luminescence, 60 min | inhibition, % at 10 µM | 320,000 tested, 0.1% active | AID 2650;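 in the data active means inhibition above about 50%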;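 further: GST-tagged GSK-3 alpha with peptide substrate and 25 µM ATP; 0% = DMSO neutral wells and 100% = GW8510 positive control wells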
Target sequence (P49840 whole entry, looked up): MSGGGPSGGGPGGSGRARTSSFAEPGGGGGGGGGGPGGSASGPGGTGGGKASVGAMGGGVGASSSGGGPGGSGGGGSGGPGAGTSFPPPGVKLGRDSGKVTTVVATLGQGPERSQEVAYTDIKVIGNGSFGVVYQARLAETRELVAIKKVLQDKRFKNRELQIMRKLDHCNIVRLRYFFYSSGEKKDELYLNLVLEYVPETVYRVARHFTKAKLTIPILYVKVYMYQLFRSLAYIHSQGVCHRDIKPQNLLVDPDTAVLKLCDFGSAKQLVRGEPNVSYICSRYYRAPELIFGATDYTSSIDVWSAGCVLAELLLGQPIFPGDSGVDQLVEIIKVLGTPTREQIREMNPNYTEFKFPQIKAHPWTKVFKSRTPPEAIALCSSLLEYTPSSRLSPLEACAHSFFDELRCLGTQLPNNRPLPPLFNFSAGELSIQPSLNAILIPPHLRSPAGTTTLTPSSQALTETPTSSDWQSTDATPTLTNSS
aSyn UTR inh = MLPCN primary screen, SNCA 5' untranslated region. alpha-synuclein 5'UTR reporter, inhibitor activity. inhibition, % (tested at 7.5 µM). 300,000 tested, 0.82% active. AID 1813; in the data active means inhibition above about 60%;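 further: H4 neuroglioblastoma cells stably carrying SNCA 5'UTR luciferase fusion; 0% = DMSO wells and 100% = positive control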
GSK3beta inhib = blocks human GSK3beta kinase activity | P49841 | activity score (negative = inhibition), % at 10 µM | 300,000 tested, 0.038% active | GST-GSK3beta kinase, ADP-Glo luminescence, 60 min; hits give low values;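 active means more than half of replicate wells score below -50%, meaning over 50% inhibition versus plate controls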;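 further: 0% = median DMSO wells and -100% = median GW8510 positive control wells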
Target sequence (P49841 whole entry, looked up): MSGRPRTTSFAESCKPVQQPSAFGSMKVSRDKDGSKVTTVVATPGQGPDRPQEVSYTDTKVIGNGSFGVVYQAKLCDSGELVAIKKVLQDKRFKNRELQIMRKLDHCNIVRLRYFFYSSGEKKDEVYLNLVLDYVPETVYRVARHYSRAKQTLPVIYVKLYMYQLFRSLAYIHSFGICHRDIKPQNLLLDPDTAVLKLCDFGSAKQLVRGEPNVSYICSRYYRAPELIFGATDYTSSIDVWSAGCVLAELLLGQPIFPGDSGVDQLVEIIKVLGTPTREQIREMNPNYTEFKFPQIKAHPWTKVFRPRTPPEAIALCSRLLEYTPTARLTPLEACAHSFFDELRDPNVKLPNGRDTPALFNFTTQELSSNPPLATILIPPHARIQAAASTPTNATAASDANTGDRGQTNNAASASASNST
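Test system – GST-tagged human GSK3beta kinase, cell-free · Incubation – 60 min enzyme reaction, room temperature · Signal – ADP-Glo luminescence · Also added – peptide substrate and ATP at 25 µM · Controls – DMSO neutral wells and GW8510 at 20 µM as positive · Buffer or medium – Tris/MgCl2 kinase buffer · Measure – Luminescence-derived activity versus plate DMSO and GW8510 wells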
The depositor's hits bear a star; i = inactive; · = not tested or not shown. An excerpt; the hit share may differ from the screen's.

Structure,PolyA inh,GSK3A inh,HSP90 refold inh,AI-2 QS mod,IEC-6 cytotox,KLF5 inhibitor,HSF1 inh,aSyn UTR inh,GSK3beta inhib,HSF-1 act
COC(=O)CC(c1ccc(F)cc1)n1c(C)ccc1C (centres undefined),i,-2,0,13,5,-2,5,0,1,16
O=S(=O)(Cc1ccccc1)Nc1ccc(S(=O)(=O)N2CCCC2)cc1,i,-2,-3,-9,3,-3,0,-41,-1,5
FC(F)(F)c1nnc2ccc(Sc3ccccn3)nn12,i,-3,1,13,-1,-8,-8,-27,-1,-9
CC(=O)c1ccc(NC(=O)c2ccn[nH]2)cc1,i,13,4,0,2,-110,28,-48,0,8
COC(=O)CCCC1=CC2=C(c3ccccc3)C(=O)C(C)(OC(=O)C3CCCC3)C(=O)C2=CN1CCN1CCOCC1 (centres undefined),i,-3,·,15,·,·,3,7,1,-13
CSc1ncccc1C(=O)OCC(=O)N(CC(C)C)c1c(N)n(Cc2ccccc2)c(=O)[nH]c1=O,i,-1,-6,33,2,5,-4,9,-4,-14
CCCCn1nnnc1SCC(=O)NCc1ccco1,i,-1,4,18,-2,-19,0,0,2,-1
Cc1ccccc1NC(=O)OCc1cccnc1Sc1ccc(Cl)cc1,i,-2,-4,5,-3,1,9,24,1,3
CC1C(=O)N(Cc2ccccc2F)c2ccccc2N1C(=O)c1c(F)cccc1F (centres undefined),i,1,4,2,2,15,-4,3,0,4
O=C(O)c1ccccc1N/N=C/c1cc(Br)cc(Br)c1O,i,9,-1,22,-1,-53,3,-111,1,14
CSC1=NC(=O)/C(=C\c2cccc3ccccc23)S1,·,-3,0,43,3,-3,·,·,1,·
S=c1nc[nH]c2c1cnn2-c1ccccc1,i,5,0,14,-3,-24,8,9,4,4
CCCn1c(-c2ccc(OC)cc2)nc2c(=O)n(C)c(=O)[nH]c21,i,3,3,10,1,-28,2,8,1,18
CC(OC(=O)Cc1c[nH]c2ccccc12)C(=O)NC1(C#N)CCCCC1 (centres undefined),i,-4,-4,21,-2,0,-1,26,2,-23
CCc1nc2ccccc2n1CC(=O)N1CCN(S(=O)(=O)c2cccc(C(F)(F)F)c2)CC1,i,-4,-2,11,0,-10,-2,-8,2,13
CC(=O)c1cc2c(cc1NC(=O)CN1CCN(c3cccc(C(F)(F)F)c3)CC1)OCO2,i,-2,0,9,-3,-14,-2,15,-3,5
CC(C)CC(=O)Nc1ccc(-c2cn3cccnc3n2)cc1,i,-1,0,-2,4,-46,5,-80,-8,-4
Cc1cccc(NC(=O)c2ccccc2Br)n1,i,3,·,10,·,·,0,-59,3,12
C=C1CCN([C@H](C(=O)NCc2ccco2)C(C)C)S(=O)(=O)c2ccccc21,i,-3,·,8,·,·,-4,-7,1,7
Cc1ccc(NS(=O)(=O)c2cc(NC(=O)c3ccc4c(c3)NC(=O)CS4)ccc2Cl)c(C)c1,·,-4,5,35,6,1,-4,14,1,12
COC(=O)c1sccc1NC(=O)Nc1cccc([N+](=O)[O-])c1,i,1,-4,14,0,-13,0,14,-1,4
CCOc1ccc2nc(NCCNC(=O)C(C)(C)C)c(C)cc2c1,·,2,-2,15,0,-38,·,·,0,·
COc1ccccc1CCc1nnc(CCC(=O)NC(C)Cn2nc(C)cc2C)o1 (centres undefined),i,-3,-4,18,-6,5,0,3,-4,30
COC(=O)CSc1cc(C(F)(F)F)nc(-c2ccccn2)n1,i,0,0,22,-1,13,-2,-18,1,-2
O=C(NNC(=O)c1cccs1)c1ccc(Cl)nc1,i,2,·,27,·,·,-5,0,0,-9
Cc1ccc2c(c1)C(c1ccccc1)N(C(=O)c1cccc([N+](=O)[O-])c1)CC(=O)N2 (centres undefined),i,0,-1,20,4,-9,4,11,-2,11
COC(=O)CSc1nnc(-c2ccccc2O)n1-c1ccc(C)cc1,i,-1,-1,21,4,8,-3,-12,4,11
COc1cc(C(=O)NC(=S)Nc2ccccc2N2CCOCC2)cc(OC)c1OC,i,0,-3,7,4,-36,15,10,1,11
O=C(C1CCCN(Cc2ccccc2[N+](=O)[O-])C1)N1CCCC1 (centres undefined),i,-1,0,30,-2,-24,13,-8,5,22
COc1ccc(/C=C2\SC(=S)N(CCC(=O)NC3=NCCS3)C2=O)cc1OC,i,-2,1,6,-4,7,-20,47,-2,-19
CCn1cc(CNC(=O)c2cccc([N+](=O)[O-])c2)c(C)n1,·,1,-4,-24,-2,-16,-5,15,0,5
O=C(CN1CCN(c2ccc(F)cc2)CC1)c1ccc2c(c1)OCO2,i,5,0,-12,5,-6,20,-25,3,50
Cc1cccc(C)c1NC(=O)C(c1cccs1)N(Cc1ccco1)C(=O)Cn1nnc2ccccc21 (centres undefined),i,0,3,18,5,-3,15,-6,3,24
CC(C)(C)c1ccc(C(=O)NCCNC(=O)c2ccco2)cc1,i,2,-3,10,4,-10,-4,5,-3,-18
N#Cc1cc2c(nc1SCC(=O)Nc1sc3c(c1C#N)CCC3)CCCCCC2,i,-4,0,10,-4,-2,-1,-93,1,31
Cc1ccc(S(=O)(=O)c2nc(C)oc2NCc2ccccc2)cc1,i,1,8,18,4,-16,0,-22,1,17
Nc1nc(-c2ccco2)c(-c2ccco2)s1,i,-4,20*,24,-17,-5,10,9,7,11
CCN(CC)CCCNC(=O)CSc1nc(-c2ccc(F)cc2)cc(C(F)(F)F)n1,i,1,-1,11,4,-37,-2,-2,-2,25
CC(C)(C)P(=O)(CO)c1ccccc1 (centres undefined),i,-4,1,19,-3,-18,-3,-7,-7,-8
COc1ccc(CN2C(=O)Cc3c2nc(N)c2c(N)nc(N4CCOCC4)c(C#N)c32)cc1,i,2,15,8,-10,-29,22,27,0,31
CC(C)C(=O)N(c1ccc2oc(=O)sc2c1)S(=O)(=O)c1cccs1,i,-1,-2,-10,-5,18,-2,-11,-1,-14
Cc1nnc(SCC(=O)NC(=O)NC(C)(C)C)n1N,i,0,2,16,0,-10,-5,4,2,-7
O=C(c1ccc2ncsc2c1)N1CCN(c2ccc(O)cc2)CC1,i,·,-4,13,-5,-35,0,-6,-3,-5
COc1ccc(CC(=O)N2CCN(c3cccc(C)c3C)CC2)cc1,i,-2,-2,18,-2,-13,8,6,0,9
COc1ccc2c(c1)nc(CN1CCN(CCO)CC1)n2C,·,-1,5,-1,3,-5,-4,-2,-1,-10
CCCC/C=C/[C@H](c1ccccc1)[C@H](CO)Cc1cccnc1,i,-3,·,-6,·,·,15,-3,5,8
CCS(=O)(=O)N1Cc2ccccc2CC1C(=O)NCCc1ccccc1 (centres undefined),i,-5,2,18,-2,-20,7,-17,0,49
COc1ccccc1C1/C(=C(/O)c2ccccc2)C(=O)C(=O)N1CCO (centres undefined),i,-2,-2,-7,-2,-31,-2,6,4,-1
COc1cc2c(cc1NC(=O)CSc1cccc[n+]1[O-])oc1ccccc12,i,1,-3,19,6,-9,-7,-57,2,-1
CC(C)(C)c1ccc(C(=O)Nc2ccc(O)c3c(=O)cc(-c4cccc(Cl)c4)oc23)cc1,i,0,·,24,·,·,-5,38,-2,14
Cc1cc(N2C(=O)C(O)=C(C(=O)c3ccc(C)o3)C2c2cccc(Oc3ccccc3)c2)no1 (centres undefined),i,-1,-2,94,-4,-39,0,15,5,-16
CNS(=O)(=O)c1cccc(C(=O)OCc2cc(=O)oc3c(C)c(O)ccc23)c1,i,8,1,42,-8,-14,-3,14,-4,8
CCOc1ccccc1C(=O)N1CCN=C1SCc1cccnc1,i,0,-2,20,-2,-3,-4,-3,0,-10
CC1CCc2c(sc3nc(CN4CCOCC4)nc(Sc4ccccc4)c23)C1 (centres undefined),i,1,2,2,2,-21,11,-28,-1,32
COc1ccc(Cl)cc1NC(=S)N(CCN1CCOCC1)C1CCN(C(C)=O)CC1,i,-1,0,13,-5,-40,-8,5,4,-3
CCCS(=O)(=O)c1c(S(=O)(=O)CCC)c2ccc(C(N)=O)cn2c1C(=O)OC,i,·,0,8,3,-24,-2,-11,1,6
COc1nc(N/N=C/c2ccc(-c3cccc([N+](=O)[O-])c3)o2)nc(N2CCOCC2)n1,i,·,1,13,2,3,-6,24,2,-2
CSc1ccccc1C(=O)NCCOc1cccc(C)c1,i,2,-1,17,1,-21,-2,24,-1,-27
Cn1c(=S)ccc2ccccc21,i,-1,3,6,2,-11,-3,-7,1,-4
CN(C(=O)COC(=O)c1ccccc1SCC(=O)NC1CCCCCCC1)C1CCS(=O)(=O)C1 (centres undefined),i,3,-6,20,4,-5,-6,-4,3,16

Continuation:
Structure,PolyA inh,GSK3A inh,HSP90 refold inh,AI-2 QS mod,IEC-6 cytotox,KLF5 inhibitor,HSF1 inh,aSyn UTR inh,GSK3beta inhib,HSF-1 act
COCCNC(=O)Cn1ccc2cc(S(=O)(=O)N3CCCCC3)ccc21,i,·,2,31,2,-11,-3,-11,-3,7
OCCN(Cc1ccccc1)Cc1ccc(C(F)(F)F)cc1,i,-4,-5,9,-5,-25,·,21,1,·
CC1CC(C)C[N+](=C2C=C(N3CCCC3)CC(C)(C)C2)C1 (centres undefined),i,·,0,3,35*,9,-8,-14,1,6
CCC(=O)n1nc(-c2ccccc2)nc1NCc1ccccc1,i,-1,1,31,-1,-98,7,-60,-4,15
Nc1ccc(OCC(O)C[n+]2ccc(CCS(=O)(=O)[O-])cc2)cc1 (centres undefined),i,-1,2,13,2,10,-4,-2,0,6
CC(Nc1ccc(Cl)c(Cl)c1)C(=O)NN (centres undefined),i,-2,0,-2,4,4,0,-10,0,-16
CCNc1ncnc2c1cnn2C,i,1,-3,13,-4,-31,-4,22,1,-2
O=C(NCCc1c[nH]c2ccccc12)C1CCN(Cc2ccc(Br)cc2)CC1,i,-2,4,-47,0,2,-1,3,-3,-1
COc1cc(/C=C2/N=C(c3ccccc3F)OC2=O)cc(Cl)c1OS(C)(=O)=O,i,2,4,16,-3,-17,9,6,6,7
CCOC(=O)CC1=C(C(=O)OCC)C(c2ccc(C)o2)C(C#N)=C(N)O1 (centres undefined),i,2,-1,11,3,-10,12,-13,4,21
COc1ccc([N+](=O)[O-])cc1NC(=O)CSCc1ccccc1,i,-1,1,5,0,-1,0,-18,0,32
O=C(Oc1cccc(C(=S)N2CCOCC2)c1)c1cc([N+](=O)[O-])cc([N+](=O)[O-])c1,i,-2,3,34,-2,-3,-3,0,-3,15
CCOC(=O)COc1cccc2c(=O)n(CC(=O)N3CCc4ccccc43)ccc12,i,2,-4,31,0,0,3,7,0,-8

Source: PubChem BioAssay
